# TDP2 absorb – human TDP2 enzyme inhibitors, primary screen, biochemical, epi absorbance, recombinant enzyme. Tyrosyl-DNA phosphodiesterase 2 (Homo sapiens), O95551. T5PNP hydrolysis, p-nitrophenol absorbance 415 nm. inhibition, % at 12.8 µM. 370,000 compounds, 0.34% hits;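 active = inhibition above the mean of all tested compounds plus 3 SD, set per campaign, cut at about 25% in these data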;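 note: 0% = DMSO with enzyme and 100% = buffer with substrate but no TDP2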
# Target sequence (O95551 whole entry, looked up): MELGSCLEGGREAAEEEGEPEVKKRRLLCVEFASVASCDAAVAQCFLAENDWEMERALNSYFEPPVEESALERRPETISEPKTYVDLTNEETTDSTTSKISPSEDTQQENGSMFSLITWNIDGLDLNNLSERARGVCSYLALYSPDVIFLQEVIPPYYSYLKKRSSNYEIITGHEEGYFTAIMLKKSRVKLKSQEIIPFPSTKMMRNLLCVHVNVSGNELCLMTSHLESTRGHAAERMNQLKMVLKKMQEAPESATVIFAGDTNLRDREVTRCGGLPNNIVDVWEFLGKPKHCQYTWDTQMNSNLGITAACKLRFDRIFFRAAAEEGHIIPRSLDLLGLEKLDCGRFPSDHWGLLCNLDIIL
#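 Test system: human TDP2 enzyme; Input: 120 nM TDP2 per well; Buffer or medium: Mg2+-containing Tris-HCl buffer, pH 7.5; Reagent: 5 mM T5PNP; Dosing: 12.8 µM single point, 1% DMSO; Incubation: reaction 2 h, 37 °C; Detection: p-Nitrophenol epi absorbance; Read-out: % inhibition relative to enzyme-containing and enzyme-free wells; Replicates: single well per compound.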
# DDE Tn6 FP inh – inhibitors of Tn6 peptide binding to fibrin DD(E), primary screen, biochemical, fluorescence polarization, human fibrin, Tn6 probe | Fibrin DD(E) TRITC-Tn6 fluorescence polarization displacement | inhibition, % at 8.3 µM | 370,000 compounds, 0.21% hits;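 active = inhibition above a per-campaign cutoff: mean of compounds within control limits plus 3 SD, cut at about 15% in these data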;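 note: 0% = median of all compound wells on the plate and 100% = blocking peptide control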
# ASAP1 inh – inhibitors of human ASAP1 ArfGAP activity, primary screen, biochemical, fluorescence polarization | 360,000 compounds, 0.19% hits | inhibition, % at 16.5 µM | ASAP1-stimulated ARF1 GTP hydrolysis, GDP FP detection; in the data active = inhibition above about 25%;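 note: 0% = vehicle with enzyme and substrate and 100% = no enzyme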
# SIAE inh – human SIAE inhibitors, primary screen, biochemical, fluorescence polarization, FP-Rh probe, 1536-well HTS; Sialate O-acetylesterase (Homo sapiens), Q9HAT2; SIAE FP-Rh probe binding; inhibition, % at 9.66 µM; 370,000 compounds, 0.69% hits;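 active = inhibition above a cutoff: mean of compounds within the control limits plus 3 SD of those, cut at about 17% in these data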;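 note: 0% = plate median of compound wells and 100% = probe without SIAE protein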
# PLC-gamma1 inh – PLC-gamma1 enzyme inhibitors, primary screen, biochemical, fluorescence, purified enzyme | 1-phosphatidylinositol 4,5-bisphosphate phosphodiesterase gamma-1 (Homo sapiens), P19174 | fluorogenic substrate | inhibition, % at 12.2 µM | 370,000 compounds, 0.84% hits | AID 720700, 2013; in the data active = inhibition above about 9.5%
# ARFGAP1 inhibitor – inhibitors of rat ARFGAP1 GAP activity, primary screen, biochemical, fluorescence polarization, GDP tracer | Arfgap1-stimulated ARF1 GTP hydrolysis, GDP FP detection | 360,000 compounds, 0.26% hits | inhibition, % at 16.5 µM;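 active = inhibition above a per-plate limit, mean inhibition of low control wells plus 3 SD, cut at about 25% in these data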;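 note: 0% = DMSO wells with enzyme and 100% = wells lacking Arfgap1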
# Target sequence (Q62848 1-136 limits assumed): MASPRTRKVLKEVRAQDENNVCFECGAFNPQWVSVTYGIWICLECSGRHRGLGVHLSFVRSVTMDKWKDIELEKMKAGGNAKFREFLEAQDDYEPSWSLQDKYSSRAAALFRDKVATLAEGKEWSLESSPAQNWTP
#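 Material: rat Arfgap1 catalytic domain, aa 1-136; also added: human ARF1(Δ1-17)-GTP substrate; compound dosing: one concentration, 16.5 µM, DMSO 1.26%; incubation: GTP hydrolysis reaction 2 h at 25 °C; measured by: Tracer-displacement fluorescence polarization with EDTA stop, 620/688 nm; evaluation: % inhibition from polarization; repeats: one replicate per compound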
# ADAM10 inh – human ADAM10 inhibitors, primary screen, biochemical, QFRET, HTS; inhibition, % at 7 µM; Disintegrin and metalloproteinase domain-containing protein 10 (Homo sapiens), O14672; recombinant ADAM10, EDANS/DABCYL FRET peptide cleavage, 3 h; 370,000 compounds, 0.62% hits;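 active = inhibition above a per-campaign cutoff equal to the mean of compounds falling between control-based bounds plus 3 SD, cut at about 20% in these data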;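 note: 0% = DMSO wells while the 100% control is not disclosed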
# Target sequence (O14672 214-748 limits assumed): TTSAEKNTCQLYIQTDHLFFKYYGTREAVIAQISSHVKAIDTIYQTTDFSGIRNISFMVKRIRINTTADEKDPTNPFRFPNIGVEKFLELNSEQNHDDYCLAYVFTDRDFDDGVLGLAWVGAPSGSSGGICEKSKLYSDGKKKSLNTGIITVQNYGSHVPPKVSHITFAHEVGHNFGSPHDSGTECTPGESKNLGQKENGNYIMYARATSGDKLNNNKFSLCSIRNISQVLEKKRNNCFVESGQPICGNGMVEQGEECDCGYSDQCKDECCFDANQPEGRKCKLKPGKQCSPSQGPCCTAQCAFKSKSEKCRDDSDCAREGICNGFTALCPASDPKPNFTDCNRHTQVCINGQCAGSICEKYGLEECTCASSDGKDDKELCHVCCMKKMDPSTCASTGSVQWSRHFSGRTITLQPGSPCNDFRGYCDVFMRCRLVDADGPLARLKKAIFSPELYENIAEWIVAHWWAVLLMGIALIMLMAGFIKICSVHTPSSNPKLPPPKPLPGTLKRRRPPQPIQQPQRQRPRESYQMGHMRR
# ADAM17 inh – ADAM17 inhibitors, primary screen, biochemical, QFRET | Disintegrin and metalloproteinase domain-containing protein 17 (Homo sapiens), P78536 | recombinant ADAM17, EDANS/DABCYL FRET peptide cleavage | inhibition, % at 6.95 µM | 370,000 compounds, 0.83% hits | AID 720648, 2013;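 active = inhibition above the mean of compounds lying between control limits plus 3 SD, set per campaign, cut at about 8.5% in these data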;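 note: 0% = DMSO-only wells as the low control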
# Tn7 DDE FP – inhibitors of Tn7 peptide binding to fibrin DD(E), primary screen, biochemical, fluorescence polarization, human fibrin, Tn7 probe. Fibrinogen beta chain (Homo sapiens), P02675. FP displacement of FITC-Tn7 peptide from fibrin DD(E); 0% = median of compound wells per plate. inhibition, % at 8.3 µM. 370,000 compounds, 0.13% hits;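 active = inhibition above the mean of compounds falling within the control limits plus 3 SD of them, cut at about 14% in these data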;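 note: 0% = plate median of compound wells and 100% = 10 µM Aha-Tn7 peptide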
#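 System: human fibrin DD(E); quantity: Fibrin-DD(E) at 2 µM final; also added: fluorescent Tn7 probe at 0.1 µM; compound dosing: single nominal test concentration of 8.3 µM per compound; schedule: 10 min preincubation, 3 h with tracer, room temperature; detection: fluorescence polarization of the labelled Tn7 tracer; repeats: one replicate per compound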
# PLCb3 inh – human PLC-beta3 inhibitors, primary screen, biochemical, fluorescence; Purified PLC-beta3, fluorogenic substrate; AID 720704, 2013; inhibition, % at 12.2 µM; 370,000 compounds, 0.18% hits; 1-phosphatidylinositol 4,5-bisphosphate phosphodiesterase beta-3 (Homo sapiens), Q01970; in the data active = inhibition above about 11%;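 note: 0% = median of compound wells on plate and 100% = full blocker control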
# * hit, by the source's call; i = inactive; x = not tested or not shown; & = joins results of further samples.
[1] CN(c1ccccc1C(=O)NCc1ccccc1Cl)S(=O)(=O)c1ccccc1
[2] Cn1c(=O)oc2cc(S(=O)(=O)Nc3ccc(C(=O)O)cc3)ccc21
[3] CC(=O)C1(C(=O)NC2CCCC2)CC(c2ccccc2C(F)(F)F)=NO1 (configuration not stated)
[4] CCCCCCCCN1C(=O)[C@@H](CC(=O)N2CCC(c3ccccc3)CC2)C[C@@]2(C(=O)OC)C1=C[C@H](COCc1ccccc1)O[C@@H]2C
[5] CCCC1Cc2[nH]c(=O)c(C#N)cc2CO1 (configuration not stated)
[6] CCCCCC(=O)Nc1ccc(S(=O)(=O)Nc2nccc(C)n2)cc1
Compound	1	2	3	4	5	6
TDP2 absorb	6	6	3	-3	-13	14
DDE Tn6 FP inh	-6	3	6	0	-2	-2
ASAP1 inh	6	-5	x	x	0	17
SIAE inh	-1	0	-11	-1	0	-2
PLC-gamma1 inh	2	-1	0	5	-47	-1
ARFGAP1 inhibitor	5	-5	x	x	-2	2
ADAM10 inh	2	-18	-3	8	i	1
ADAM17 inh	-2	-2	-2	0	-271	0
Tn7 DDE FP	5	5	1	0	-2	-6
PLCb3 inh	-3	2	3	1	-72	0

[7] CCOc1ccc(S(=O)(=O)N2CCC(C(=O)N3CCCCCC3)CC2)cc1C
[8] O=C(CSc1nnc(Cc2ccc3c(c2)OCO3)n1C1CCCCC1)NC1CCCC1
[9] COC(=O)c1c(N2C(=O)Nc3ccccc3N2O)sc(C)c1C
[10] COC(=O)c1cc(S(=O)(=O)N2CCN(c3ccc(F)cc3)CC2)cn1C
[11] CCCN1C(=O)c2ccccc2NC1c1ccc(OC)cc1O (configuration not stated)
[12] COCCNc1ncnc2c1ncn2[C@H]1CN(Cc2cccs2)C[C@@H](CO)O1
Compound	7	8	9	10	11	12
TDP2 absorb	0	-8	1	-5	6	12
DDE Tn6 FP inh	4	3	-9	4	6	1
ASAP1 inh	2	8	7	9	-24	22
SIAE inh	1	-1	9	-2	3	3
PLC-gamma1 inh	1	5	-4	-1	-260	-1
ARFGAP1 inhibitor	0	2	0	3	1	-7
ADAM10 inh	3	2	0	-29	i	-12
ADAM17 inh	-2	1	1	2	-318	-5
Tn7 DDE FP	0	0	1	-2	-5	1
PLCb3 inh	-6	4	-6	-9	-321	-2

# Filtered by structure, the entries above containing a carbonyl joined to an NH by a bond outside any ring (4)
[1] CN(c1ccccc1C(=O)NCc1ccccc1Cl)S(=O)(=O)c1ccccc1
[3] CC(=O)C1(C(=O)NC2CCCC2)CC(c2ccccc2C(F)(F)F)=NO1 (configuration not stated)
[6] CCCCCC(=O)Nc1ccc(S(=O)(=O)Nc2nccc(C)n2)cc1
[8] O=C(CSc1nnc(Cc2ccc3c(c2)OCO3)n1C1CCCCC1)NC1CCCC1
Compound	1	3	6	8
TDP2 absorb	6	3	14	-8
DDE Tn6 FP inh	-6	6	-2	3
ASAP1 inh	6	x	17	8
SIAE inh	-1	-11	-2	-1
PLC-gamma1 inh	2	0	-1	5
ARFGAP1 inhibitor	5	x	2	2
ADAM10 inh	2	-3	1	2
ADAM17 inh	-2	-2	0	1
Tn7 DDE FP	5	1	-6	0
PLCb3 inh	-3	3	0	4

# Going on with the list:
[13] C=CCn1c(C)c(C(=O)OCC)c2cc(O)c3ccccc3c21
[14] CCOc1cc(CNC(C)(C)CO)cc(Br)c1OCc1ccc(Cl)cc1Cl
[15] O=S1(=O)CC(N2CCN(CCO)CC2)CN1Cc1ccccc1 (configuration not stated)
[16] COc1cccc(CSc2nc3cc4c(cc3cc2C)OCCO4)c1
[17] NCCCC[C@H](N[C@@H](CCc1ccccc1)C(=O)O)C(=O)N1CCC[C@H]1C(=O)O
[18] COc1ccc(OC)c(NC(=O)Nc2cccc3ccccc23)c1
Compound	13	14	15	16	17	18
TDP2 absorb	10	-15	-12	-9	0&16	-19
DDE Tn6 FP inh	1	0	-5	-13	1&1	-13
ASAP1 inh	4	5	-4	-2	-1&-11	-5
SIAE inh	6	2	-1	-11	0&13	11
PLC-gamma1 inh	-5	6	1	6	6&0	-19
ARFGAP1 inhibitor	11	8	9	8	4&1	-14
ADAM10 inh	-6	6	1	-9	9&-1	-79
ADAM17 inh	-1	1	2	1	-1&-5	-33
Tn7 DDE FP	-3	0	-12	-5	5&6	4
PLCb3 inh	-14	6	0	-6	4&-5	-31

[19] O=C(O)/C=C/C(=O)NNc1ncnc2ccccc12
[20] CCCN(CC1CC1)C(=O)CSc1ncnc2sccc12
[21] COC(=O)c1ccccc1-c1ccc(C(c2c(C)[nH][nH]c2=O)c2c(C)[nH][nH]c2=O)o1
[22] CN(C)C(=O)CN1CCN(Cc2cn(C)nc2-c2ccc3c(c2)OCCO3)CC1
[23] COc1ccc(O)c(CN2CCC(n3nccc3NC(=O)CCOc3ccccc3)CC2)c1
[24] N#CCCN(C(=O)COC(=O)CCC(=O)c1cccs1)c1ccccc1
Compound	19	20	21	22	23	24
TDP2 absorb	-2	-6	78*	7	-1	2
DDE Tn6 FP inh	3	4	2	2	2	3
ASAP1 inh	0	8	31*	3	5	-1
SIAE inh	16	-7	9	6	7	0
PLC-gamma1 inh	3	-3	6	3	-1	2
ARFGAP1 inhibitor	-4	4	21	0	-10	7
ADAM10 inh	-12	-2	-1	3	-4	1
ADAM17 inh	-7	-2	0	0	-1	1
Tn7 DDE FP	-5	11	6	0	-4	6
PLCb3 inh	-9	-8	1	1	-5	2

[25] CC(C)N1C(=O)CCC1C(=O)O (configuration not stated)
[26] CC(C)Cn1c(SC(C)C(=O)NCC2CCCO2)nc2ccc(Cl)cc2c1=O (configuration not stated)
[27] CCCc1ccc2oc(C(=O)N3CCN(C4CCS(=O)(=O)C4)CC3)c(C)c2c1 (configuration not stated)
[28] COc1ccc(CN(CC(=O)NCC2CCCO2)C(=O)CNS(=O)(=O)c2ccc(C)cc2)cc1 (configuration not stated)
[29] COC(=O)c1c(NC(=O)COc2ccc(Cl)cc2)sc2c1CC(C)(C)NC2(C)C
[30] O=C(NC1CCN(Cc2ccccc2)CC1)c1cccc(S(=O)(=O)Nc2ccc(F)cc2)c1
Compound	25	26	27	28	29	30
TDP2 absorb	-3	4	2	-4	10	7
DDE Tn6 FP inh	2	-2	-3	4	-8	7
ASAP1 inh	-6	10	5	2	2	1
SIAE inh	1	3	8	6	1	2
PLC-gamma1 inh	2	-2	6	1	-3	2
ARFGAP1 inhibitor	-2	5	8	4	-2	1
ADAM10 inh	3	-8	-3	7	-3	-1
ADAM17 inh	3	-2	4	-3	2	-2
Tn7 DDE FP	-1	-2	-3	4	8	1
PLCb3 inh	5	-1	-6	-1	-3	2

[31] COc1ccc(CC(=O)OCN2C(=O)c3ccccc3C2=O)cc1
[32] CC1CN(C(=O)CCC(=O)N2CCCCC2)c2ccccc2O1 (configuration not stated)
[33] COc1ccc(-c2nc(-c3ccncc3)no2)cc1
[34] CCc1cc2c(-c3ccccc3)cc(=O)oc2cc1OC(=O)c1cccs1
[35] CCCCn1c(N)c(N(CC(C)C)C(=O)C2CCCN(C(=O)c3ccc(Cl)cc3)C2)c(=O)[nH]c1=O (configuration not stated)
[36] CCOc1ccc2nc(NC(=O)c3ccc(OCC4CCCO4)cc3)sc2c1 (configuration not stated)
Compound	31	32	33	34	35	36
TDP2 absorb	4	-1	-5	2	13	-8
DDE Tn6 FP inh	-1	-12	3	1	2	-4
ASAP1 inh	14	10	-6	-3	6	-6
SIAE inh	2	-2	5	-6	-4	-9
PLC-gamma1 inh	4	6	2	-67	-1	-210
ARFGAP1 inhibitor	5	5	-2	-5	1	0
ADAM10 inh	-3	-4	-8	-6	-9	-141
ADAM17 inh	-2	-5	-4	-4	-3	-53
Tn7 DDE FP	0	1	-3	9	2	-4
PLCb3 inh	0	-8	-7	-74	-4	-245

[37] COc1ccccc1Oc1ccc2c(c1)C(=O)N(c1cccc3ncccc13)C2=O
[38] CCCn1c(CCC(=O)O)nc2cc(S(N)(=O)=O)ccc21
[39] CCOC(=O)C1CCCN(Cc2cc(Br)c(OC)cc2OC)C1 (configuration not stated)
[40] N#CCCN(Cc1ccccc1)C(=S)Nc1ccccc1
[41] CC1=Nc2cc(C(=O)O)ccc2Sc2ccc(Br)cc21
[42] CCOC(=O)Cn1c(=NC(=O)CSC(C)=O)sc2cc(F)ccc21
Compound	37	38	39	40	41	42
TDP2 absorb	5	-13	2	6	-8	3
DDE Tn6 FP inh	-2	2	-1	-9	3	7
ASAP1 inh	-12	11	-19	-16	-13	-1
SIAE inh	-4	4	-1	2	-10	-3
PLC-gamma1 inh	-2	3	0	1	-3	0
ARFGAP1 inhibitor	5	-11	0	0	-18	3
ADAM10 inh	7	6	-8	-11	-7	-10
ADAM17 inh	-1	0	-5	-5	-2	6
Tn7 DDE FP	-1	-7	-6	-2	-4	-1
PLCb3 inh	-1	-16	2	3	-6	1

[43] Cn1c(CCN2CCOCC2)nc2cc(NC(=O)COc3ccccc3)ccc21
[44] COc1ccc(S(=O)(=O)Cc2ccc(C(=O)N3CCN(c4cc(Cl)ccc4C)CC3)o2)cc1
[45] COc1ccc(NC(=O)CSc2nnc(-c3ccc(C)cc3)n2N)cc1
[46] CCC(C(=O)NCc1ccco1)N(C(=O)CNS(=O)(=O)c1ccc(F)cc1)c1ccccc1F (configuration not stated)
[47] COc1ccccc1NCc1ccc([N+](=O)[O-])s1
Compound	43	44	45	46	47
TDP2 absorb	13	1	11	-4	-2
DDE Tn6 FP inh	-3	4	-10	-5	-2
ASAP1 inh	0	-3	-9	-1	-1
SIAE inh	2	-3	-1	-3	3
PLC-gamma1 inh	4	-4	1	-1	0
ARFGAP1 inhibitor	15	-4	3	6	2
ADAM10 inh	-25	0	2	-2	6
ADAM17 inh	-10	3	-4	-5	2
Tn7 DDE FP	0	11	1	4	-4
PLCb3 inh	5	-9	1	-6	3

# Screening results (PubChem)
